Mdm2-MdmX inh: disrupts the human Mdm2-MdmX interaction | O15151+Q00987 | SaOS-2 split-luciferase Mdm2/MdmX complementation, luminescence | inhibition, % at 8 µM | actives 3% (n = 330,000);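 active = inhibition of at least 50% at 8 µM in the primary screen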
CXCR6 inh: CXCR6 (human) receptor inhibition | O00574 | CHO-K1 PathHunter CXCR6 beta-arrestin, luminescence | inhibition, % at 20 µM | actives 0.36% (n = 360,000); in the data active = inhibition above about 34%, passing the limit was not always enough;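 note: antagonist mode with CXCL16 agonist at 10 nM final; 0% = 10 nM CXCL16 with DMSO and 100% = unstimulated wells without agonist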
Target sequence (O00574 whole entry, looked up): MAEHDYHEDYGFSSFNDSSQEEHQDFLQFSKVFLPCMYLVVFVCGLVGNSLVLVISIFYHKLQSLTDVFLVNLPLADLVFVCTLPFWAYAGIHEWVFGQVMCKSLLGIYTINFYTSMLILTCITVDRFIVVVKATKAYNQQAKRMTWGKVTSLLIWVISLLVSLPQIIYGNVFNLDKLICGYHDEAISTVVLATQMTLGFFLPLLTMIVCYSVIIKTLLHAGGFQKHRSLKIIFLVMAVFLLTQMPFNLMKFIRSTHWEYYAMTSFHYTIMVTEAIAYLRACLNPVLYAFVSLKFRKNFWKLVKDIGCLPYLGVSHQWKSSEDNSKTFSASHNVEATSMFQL
XBP1 UPR activ: adaptive UPR (XBP1) activation. CHO-XBP1 luciferase reporter, IRE1-XBP1 UPR activation, luminescence; percent of tunicamycin response, DMSO as zero. activation, % at 20 µM. actives 0.33% (n = 330,000);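 active = versus positive control, 20 µM dose yields 30% or more activation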;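 note: 100% = tunicamycin at 10 µg/mL and 0% = DMSO only wells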
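Assay system: CHO-XBP1 luciferase reporter cells; Schedule: 6 h treatment, 37 °C; Detection: glow luminescence from Steady-Glo reagent; Benchmarks: high control tunicamycin 10 µg/mL final, low control DMSO vehicle only.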
CCR6 antagonist: CCR6 (human) receptor antagonism; P51684; CHO-K1 CCR6 PathHunter beta-arrestin, luminescence, CCL20-stimulated; inhibition, % at 20 µM; actives 0.49% (n = 340,000); AID 493098;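 active = compounds whose inhibition of the agonist-driven luminescence signal at 20 µM reaches about 50%, limit read from the data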;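 note: cells stimulated with CCL20 at 14 nM final; plate controls were DMSO with CCL20 for no effect and DMSO without agonist for full effect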
Target sequence (P51684 whole entry, looked up): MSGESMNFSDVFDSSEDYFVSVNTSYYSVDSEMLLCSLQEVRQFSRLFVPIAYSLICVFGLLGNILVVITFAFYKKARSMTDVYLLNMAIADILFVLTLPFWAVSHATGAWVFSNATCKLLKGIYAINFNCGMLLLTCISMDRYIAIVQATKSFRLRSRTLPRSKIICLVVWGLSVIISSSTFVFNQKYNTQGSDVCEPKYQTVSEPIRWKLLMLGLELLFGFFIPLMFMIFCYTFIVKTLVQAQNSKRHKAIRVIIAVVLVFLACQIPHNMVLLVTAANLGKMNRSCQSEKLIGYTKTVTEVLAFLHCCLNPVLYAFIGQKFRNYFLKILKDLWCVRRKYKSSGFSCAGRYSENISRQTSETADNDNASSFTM
tim23-1 inh: inhibits growth of tim23-1 mutant yeast; actives 1.3% (n = 330,000); inhibition, % at 20 µM; AID 463212; S. cerevisiae tim23-1 growth, BacTiter-Glo luminescence, 24 h;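 active = growth inhibition of the mutant yeast at or above 50%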;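 note: temperature-sensitive mutant grown at 25 °C; plate controls were DMSO-treated mutant yeast for no effect and medium wells lacking yeast for full effect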
APJ antagonist: blocks the human apelin receptor APJ; P35414; CHO-K1 APJ beta-arrestin complementation, luminescence; inhibition, % at 20 µM; actives 0.32% (n = 330,000);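 active = inhibition above about 40% at 20 µM, limit read from the data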;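 note: cells challenged with 10 nM apelin-13 agonist together with compound; plate controls were apelin-13 plus DMSO wells for no effect and DMSO wells lacking apelin-13 for full effect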
CHOP UPR activ: activators of apoptotic arm of unfolded protein response (CHOP). CHO-CHOP luciferase reporter, UPR activation, luminescence; percent of tunicamycin response over DMSO baseline. activation, % at 10 µM. actives 0.34% (n = 330,000);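 active = at 10 µM dose, activation of 40% or more, normalized to positive control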;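 note: 100% = tunicamycin at 10 µg/mL and 0% = DMSO alone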
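Test system: CHO CHOP reporter cells. Input: 500 CHO-CHOP cells per well. Medium: F12 with 10% FBS. Technique: luciferase luminescence. Measure: percent activation relative to tunicamycin control. Dosing: 10 µM compound, 0.5% DMSO. Timing: 16-18 h cell attachment, then 6 h compound exposure, 37 °C.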
EBI2 antag: EBI2 (human) antagonism. AID 651636. P32249. EBI2 beta-arrestin recruitment, luminescence, 7a,25-OHC stimulated. actives 0.81% (n = 360,000). inhibition, % at 5 µM; in the data active = inhibition above about 38%;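 note: enzyme fragment complementation signal reports receptor beta-arrestin coupling in cells; 0% = agonist plus DMSO wells and 100% = wells without agonist; some results beyond the cut were filed as inactive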
APJ agonist: APJ receptor agonism; CHO-K1 APJ PathHunter beta-arrestin, luminescence; 0% DMSO wells, 100% apelin; activation, % at 20 µM; actives 0.11% (n = 330,000); AID 2520;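 active = activation more than six SD over the plate average, tested at 20 µM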;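 note: 0% = DMSO alone and 100% = apelin-13 at 10 nM; some results filed as inactive read as strong as hits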
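Test system: CHO-K1 APJ beta-arrestin complementation cell line | Compound: Single test compound dose, 20 µM final, 1% DMSO | Incubation: Compound 90 min 25 °C, reagent 1 h | Measured by: beta-gal luminescence | Read-out basis: APJ–arrestin association signal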
* hit, by the source's call; nt = no result given.

SMILES	Mdm2-MdmX inh	CXCR6 inh	XBP1 UPR activ	CCR6 antagonist	tim23-1 inh	APJ antagonist	CHOP UPR activ	EBI2 antag	APJ agonist
COCCSc1nnc(NC(=O)c2ccc(NC(C)=O)cc2)s1	8	4	2	2	11	2	2.5	-12	-1
O=C1c2ccccc2CN1CCNS(=O)(=O)c1ccc2ccccc2c1	-2	0	4	-2	19	-19	-1.1	5	0
O=C(c1ccc(Oc2ccccc2)cc1)c1nc2c(n1O)CCCC2	-6	0	2	-4	15	-4	0.7	4	-2
CCOC(=O)c1c(C)[nH]c(C(=O)CSc2nnnn2-c2ccccc2)c1C	20	1	0	12	7	8	1.6	-1	0
O=C(Nc1cccc(S(=O)(=O)NC2=NCCC2)c1)C1CCCCC1	19	-1	6	15	2	8	2.6	-4	-1
CC(=O)CCc1ccc(OCCCOc2cccc3cccnc23)cc1	13	0	-4	10	32	-23	1.3	1	-3
CC(OC(=O)CN1C(=O)C2C3C=CC(C4CC34)C2C1=O)C(=O)c1ccccc1 (stereo unspecified)	-3	0	-2	-11	18	-9	-0.2	-5	-1
CCOC(=O)c1c(NC(=O)c2ccno2)c2cc([N+](=O)[O-])ccc2n1C	20	4	-2	3	13	21	-0.5	-5	-3
Cc1cc(C)n(-c2ccc(C(=O)OCC(=O)Nc3ccc([N+](=O)[O-])cc3)cc2)n1	6	5	-3	17	40	13	-1.8	-6	-2
O=C(c1ccccc1)C(CCC(CN1CCOCC1)C(=O)c1ccccc1)CN1CCOCC1 (stereo unspecified)	95*	8	-7	26	53*	12	28	30	0
CCOC(=O)COc1ccc(C(=O)CC)cc1OC	-9	-1	-1	6	8	-3	-1.1	4	-1
CC(=O)Nc1ccc(S(=O)(=O)N2CCN(Cc3cccnc3)CC2)cc1	16	1	-2	8	3	1	-2.0	-1	0
Cc1nc2ccccc2c(=O)n1NC(=O)c1ccc(Cl)cc1	-3	7	-3	3	27	-2	-0.1	-2	-5
CC(C)CN1CCN(Cc2cccn2-c2ccc(Cl)cn2)CC1CCO (stereo unspecified)	15	16	-3	12	9	-17	0.9	12	-1
c1ccc(CN=C2NN=C(c3ccccc3)CS2)cc1	-23	2	1	9	20	6	4.1	6	0

Some of these compounds in order of heavy-atom count, low to high.
SMILES	Mdm2-MdmX inh	CXCR6 inh	XBP1 UPR activ	CCR6 antagonist	tim23-1 inh	APJ antagonist	CHOP UPR activ	EBI2 antag	APJ agonist
c1ccc(CN=C2NN=C(c3ccccc3)CS2)cc1	-23	2	1	9	20	6	4.1	6	0
Cc1nc2ccccc2c(=O)n1NC(=O)c1ccc(Cl)cc1	-3	7	-3	3	27	-2	-0.1	-2	-5
COCCSc1nnc(NC(=O)c2ccc(NC(C)=O)cc2)s1	8	4	2	2	11	2	2.5	-12	-1

Next compounds follow.
SMILES	Mdm2-MdmX inh	CXCR6 inh	XBP1 UPR activ	CCR6 antagonist	tim23-1 inh	APJ antagonist	CHOP UPR activ	EBI2 antag	APJ agonist
O=C(CSc1nc2ccccc2c(=O)n1-c1ccc(OC(F)F)cc1)NC1CC1	0	2	2	15	25	5	0.0	11	-3
CCOc1ccccc1NC(=O)CCC(=O)Nc1ccc2nc(N3CCN(C)CC3)cc(C)c2c1	-1	6	-3	13	2	-26	0.6	-2	0
COc1ccc(OC)c2[nH]c(C(=O)N/N=C/c3ccccc3O)cc12	82*	-1	-1	13	54*	2	1.9	-5	-2
COc1ccccc1C(=O)N1N=C(c2ccc(NS(C)(=O)=O)cc2)CC1c1cccs1 (stereo unspecified)	5	-5	-1	11	15	22	-0.1	-16	-1
O=C(c1cccc(S(=O)(=O)N2CCc3ccccc32)c1)N1CCc2ccccc2C1	34	-6	-1	24	43	5	-0.1	10	-3
CC(C)(OC(=O)c1ccc(F)cc1)c1cc2ccccc2c(=O)o1	12	-6	-2	16	32	12	0.5	1	0
O=[N+]([O-])c1ccc(N2CCN(S(=O)(=O)c3ccccc3[N+](=O)[O-])CC2)cc1NCc1cccnc1	-11	12	1	31	12	-2	4.0	16	4
CCOc1ccc2[nH]c(=O)c(CN(CCO)C(=O)c3ccccc3F)cc2c1	18	3	-1	-13	13	13	-2.6	-15	-3
O=C1CCc2cc(S(=O)(=O)NC(C(=O)N3CCN(c4ccccn4)CC3)c3ccccc3)ccc2N1 (stereo unspecified)	16	-5	-2	-6	9	6	-0.1	2	-3
CCOC(=O)CCCNC(=O)COC(=O)/C=C/c1ccc2c(c1)OCO2	9	-2	1	-13	3	-50	0.5	2	-2
CCN(CC)CCC(=O)c1ccc(F)cc1	-23	8	1	-6	24	-16	2.8	-1	-2
O=C(C1CCCCC1)N(Cc1nc2sc3c(c2c(=O)[nH]1)CCCC3)Cc1cccs1	6	-9	0	4	29	1	2.5	-2	-1
COc1ccc(OC)c(-c2csc(NC(=O)c3ccc(F)cc3)n2)c1	44	13	0	22	1	14	0.1	18	-1
O=C(C1CC(=O)N(C2CCCCC2)C1)N1CCc2ccccc21 (stereo unspecified)	-35	-15	1	3	-18	-3	0.3	-10	-1
CCCN1Cc2cccc(C(=O)Nc3cc(OC)cc(OC)c3)c2C1=O	6	-2	2	-16	-1	-10	-0.1	11	-7

Structural class, the entries above with a thiophene ring, fused or not
SMILES	Mdm2-MdmX inh	CXCR6 inh	XBP1 UPR activ	CCR6 antagonist	tim23-1 inh	APJ antagonist	CHOP UPR activ	EBI2 antag	APJ agonist
COc1ccccc1C(=O)N1N=C(c2ccc(NS(C)(=O)=O)cc2)CC1c1cccs1 (stereo unspecified)	5	-5	-1	11	15	22	-0.1	-16	-1
O=C(C1CCCCC1)N(Cc1nc2sc3c(c2c(=O)[nH]1)CCCC3)Cc1cccs1	6	-9	0	4	29	1	2.5	-2	-1

New compounds follow
SMILES	Mdm2-MdmX inh	CXCR6 inh	XBP1 UPR activ	CCR6 antagonist	tim23-1 inh	APJ antagonist	CHOP UPR activ	EBI2 antag	APJ agonist
CCc1ccc(CN(C)C(=O)CCc2nc3ccccc3n(-c3ccc(OC)cc3)c2=O)cc1	29	4	1	17	25	-2	0.2	19	-2
C=CCn1c(Cc2cccs2)nnc1SCC(=O)Nc1ccc(OC)cc1	-3	3	-1	1	17	-11	0.9	10	1
COc1ccc(OC)c(S(=O)(=O)N2CCC(C(=O)NCc3ccccc3)CC2)c1	13	7	3	-3	-4	16	-0.8	9	0
Cc1cc(C)c2c(n1)sc1c(=O)n(-c3ccccc3)c(=O)[nH]c12	8	-2	0	-18	-27	6	2.4	0	-1
COCCCNC(=O)CCc1c(C)nc2c(c(C)nn2-c2ccccc2)c1C	4	12	-5	5	17	-10	2.3	-8	1
CCc1nnc(NS(=O)(=O)c2ccc(NC(=S)NC(=O)c3ccc(Br)cc3)cc2)s1	18	24	-1	34	12	29	-0.5	-10	-1
O=C(NCC1CCCCC1)c1cc(S(=O)(=O)N2CCOCC2)ccc1F	0	-6	-2	6	10	3	-0.8	10	-4
O=C(c1cc(Sc2cccc(Cl)c2)nc2ccccc12)N1CCN(c2ccccn2)CC1	-3	-2	-2	18	36	-19	-1.0	2	-2
CCOC(=O)c1c(C)[nH]c(C=Nc2ccccc2)c1O	-16	nt	-3	nt	8	0	0.4	nt	4
Cc1nnc(NC(=O)CSc2nc3c(c(=O)n2C)SC(C)C3)s1 (stereo unspecified)	19	-4	-3	5	-3	11	-0.1	-3	0
COc1ccc(C2C(C(=O)Nc3ccc4c(c3)OCCO4)c3ccccc3C(=O)N2C)cc1 (stereo unspecified)	32	0	-3	5	4	13	-0.1	-5	-2
O=C(Nc1cnn(C23CC4CC(CC(C4)C2)C3)c1)c1cnn2c(C(F)(F)F)cc(-c3ccco3)nc12	58*	-2	11	1	17	8	10	3	5
C#CCOCCOCCOCCNc1nc(N2CCN(C(=O)[C@H]([C@@H](C)CC)n3cc([C@@H](N)CC(C)C)nn3)CC2)nc(N2CCN(C(=O)[C@H](Cc3cc4ccccc4[nH]3)n3cc([C@@H](N)Cc4ccc(O)cc4)nn3)CC2)n1	7	nt	-2	2	14	22	-0.5	nt	-5
CCOc1ccccc1CNC(=O)C1CCC(=O)N1C(C)C (stereo unspecified)	14	0	-1	-7	-7	12	2.0	3	-5
Cc1ccc(C(=O)NC(=S)N(C)C2CCCCC2)cc1	-32	12	-1	8	22	9	5.1	0	0

The list goes on, overlapping the part above by three compounds.
SMILES	Mdm2-MdmX inh	CXCR6 inh	XBP1 UPR activ	CCR6 antagonist	tim23-1 inh	APJ antagonist	CHOP UPR activ	EBI2 antag	APJ agonist
C#CCOCCOCCOCCNc1nc(N2CCN(C(=O)[C@H]([C@@H](C)CC)n3cc([C@@H](N)CC(C)C)nn3)CC2)nc(N2CCN(C(=O)[C@H](Cc3cc4ccccc4[nH]3)n3cc([C@@H](N)Cc4ccc(O)cc4)nn3)CC2)n1	7	nt	-2	2	14	22	-0.5	nt	-5
CCOc1ccccc1CNC(=O)C1CCC(=O)N1C(C)C (stereo unspecified)	14	0	-1	-7	-7	12	2.0	3	-5
Cc1ccc(C(=O)NC(=S)N(C)C2CCCCC2)cc1	-32	12	-1	8	22	9	5.1	0	0
COCCN(C(=S)Nc1cc(C)cc(C)c1)C(C)c1cccnc1 (stereo unspecified)	1	-7	-5	3	30	-9	-0.8	-3	-1
CCOc1ccc(-n2c(=O)[nH]c3sc4c(c3c2=O)CCCC4)cc1	-8	5	1	8	3	17	0.3	-10	-5
Cc1ccc(C2CC(=O)Oc3cc(O)ccc32)cc1 (stereo unspecified)	-16	5	2	2	44	-24	0.8	3	-3
O=C(CN1C(=O)/C(=C\c2cccc(Cl)c2)Oc2ccccc21)N1CCN(c2ccccn2)CC1	65*	nt	29	nt	-14	17	5.2	nt	-3
Cc1ccc(NC(=O)c2nc[nH]c2C(=O)N[C@@H](CCCCNC(=O)OC(C)(C)C)C(=O)OC(C)(C)C)cc1	32	5	2	-2	11	-2	-0.4	-32	7
COC(=O)C1=C(N)OC2=C(C(=O)CC(C)(C)C2)C1c1ccccc1OC (stereo unspecified)	7	-6	-4	4	26	0	-2.6	-5	-2
CCn1c(=O)c([N+](=O)[O-])c(NCC2CCCO2)c2ccccc21 (stereo unspecified)	38	0	4	4	13	8	1.0	-2	0
Cc1cc(C(=O)Nc2c(C)nn(Cc3ccc(Cl)cc3)c2C)no1	-6	4	-2	7	20	24	2.3	-39	0
CC(=O)N1CCC(N(CCN2CCOCC2)C(=S)Nc2ccc(C)cc2)CC1	27	-2	-2	12	3	-3	-0.7	-9	-5

Assay outcomes (PubChem)

The list is partial; rates above refer to the full screens.
